m-calpain inh = inhibitors of pig calpain II, primary screen, biochemical, fluorogenic peptide substrate, 1536-well | 220,000 compounds, 0.37% hits | inhibition, % at 16 µM | purified calpain II, 30 min;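 active means inhibition above about 50%, limit read from the data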
MDM2 E3 inh = MDM2-luciferase reporter signal enhancers, primary screen, MDM2 E3 ligase inhibitor project, cell-based, luminescence, 1536-well; signal enhancement, % at 5 µM; AID 1230, 2008; 210,000 compounds, 0.11% hits; cell-based MDM2 ubiquitination luciferase reporter, 2 h; 0 = plate control, 100 = twice control, blank-subtracted;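 active means signal enhancement of 30% or more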;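 further: luminescence tracks abundance of the self-degrading MDM2-luciferase fusion protein; higher signal means inhibition of MDM2 E3 ligase activity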
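Material: Stable MDM2–luciferase fusion reporter cells | Amount: 2000 cells seeded into each well | Dosing: One concentration, 5 µM, with 0.2% DMSO | Incubation: 4 h cell settling then 2 h compound exposure, 37 °C | Measured by: Luciferase luminescence | Read-out basis: % enhancement relative to plate controls after blank subtraction | Benchmarks: Control and blank well means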
PERK inhibitor = block of dimerizer-induced PERK translation repression, primary screen, PERK inhibitor project, CHO PERK-DD cells, SEAP luminescence, HTS; Eukaryotic translation initiation factor 2-alpha kinase 3 (Homo sapiens), Q9NZJ5; CHO PERK-DD fusion, SEAP luminescence translation reporter; inhibition, % at 5.6 µM; 220,000 compounds, 0.17% hits;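 active means inhibition above the mean inhibition of all tested compounds plus 3 SD, set separately per screening campaign, cut at about 2.9% in these data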;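 further: PERK kinase domain activated by AP20187 dimerizer at 100 nM; 0% = DMSO with dimerizer and 100% = rapamycin at 8.4 µM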
Rad51 HR inh = human RAD51 strand exchange inhibitors, primary screen, biochemical, fluorescence. DNA repair protein RAD51 homolog 1 (Homo sapiens), Q06609. hRad51 DNA strand exchange, fluorescence dequenching. inhibition, % at 10 µM. 200,000 compounds, 0.085% hits. AID 1385, 2008;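 active means inhibition above 40% at the single screening dose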;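 further: 0% = DMSO control wells and 100% = blanks with heterologous ssDNA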
Target sequence (Q06609 whole entry, looked up): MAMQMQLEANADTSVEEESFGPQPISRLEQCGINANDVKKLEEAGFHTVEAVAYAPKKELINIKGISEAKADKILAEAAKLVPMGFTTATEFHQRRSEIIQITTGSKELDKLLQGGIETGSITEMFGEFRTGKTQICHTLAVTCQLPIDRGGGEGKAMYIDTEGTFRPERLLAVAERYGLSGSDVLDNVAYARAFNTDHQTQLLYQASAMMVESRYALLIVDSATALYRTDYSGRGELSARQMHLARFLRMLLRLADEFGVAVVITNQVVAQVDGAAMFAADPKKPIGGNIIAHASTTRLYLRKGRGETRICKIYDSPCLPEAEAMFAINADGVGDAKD
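System: hRad51 filaments on single-stranded DNA; reagent: Fluorescein- and BHQ1-tagged 47-mer duplex; compound dosing: one concentration, 10 µM final; timing: filaments 15 min 37 °C, then compound 30 min; measured by: fluorescein emission 520 nm, excitation 485 nm; benchmarks: per-plate controls and blanks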
eIF4E-4G inh = eIF4E–eIF4G protein interaction inhibitors, primary screen, biochemical, uHTS, TR-FRET, eIF4GI fragment. Eukaryotic translation initiation factor 4E (Mus musculus) + Eukaryotic translation …. TR-FRET eIF4E-eIF4GI(517-606) binding, 2 h. inhibition, % at 21.7 µM. 220,000 compounds, 0.37% hits;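 active means inhibition above about 30%, limit read from the data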;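 further: 0% = full FRET control wells and 100% = background wells lacking eIF4GI fragment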
zVAD death inh = inhibitors of zVAD-triggered necroptosis, primary screen, L929 cells; L929 zVAD necroptosis rescue, ATP luminescence, 24 h; with zVAD 60 µM; viability rescue, % at 10 µM; 220,000 compounds, 0.38% hits;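 active means activation, scaled between plate controls, above about 75%, limit read from the data; inactive means activation under that limit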;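 further: 0% = zVAD with DMSO and 100% = DMSO alone without zVAD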
KCC2 mod = KCC2 cotransporter modulators, thallium flux, primary screen, cell-based, HEK293 KCC2, FluoZin-2 fluorescence, MLSMR; Solute carrier family 12 member 5 (Homo sapiens), Q9H2X9; KCC2 cells, thallium flux FluoZin-2 fluorescence; B-score of Tl+ flux slope (higher = more flux/activation; lower = inhibition) at 10 µM; 190,000 compounds, 2.2% hits; AID 1456, 2008;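 active means thallium flux slope and its plate-corrected score both differing from the plate sample mean at a set confidence after two filtering rounds, in either direction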;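 further: slope of fluorescence scaled to starting intensity during 10 to 20 s after thallium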
EBV gp42 block = Epstein-Barr virus gp42 inhibitors, primary screen, biochemical, uHTS, fluorescence polarization; Glycoprotein 42 (Epstein-Barr virus (strain AG876)), Q1HVG2; Fluorescence polarization binding assay, mP read-out; inhibition, % (tested at 21.74 µM); 220,000 compounds, 0.42% hits; AID 1085, 2008; in the data active means inhibition above about 50%
Target sequence (Q1HVG2 whole entry, looked up): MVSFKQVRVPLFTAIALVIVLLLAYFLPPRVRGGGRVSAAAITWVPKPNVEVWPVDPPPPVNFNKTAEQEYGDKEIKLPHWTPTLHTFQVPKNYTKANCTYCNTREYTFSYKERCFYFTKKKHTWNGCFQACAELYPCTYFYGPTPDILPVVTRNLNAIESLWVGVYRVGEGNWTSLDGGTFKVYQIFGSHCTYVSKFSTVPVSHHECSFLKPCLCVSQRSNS
TNF death inh = inhibitors of TNF-alpha triggered necroptosis, primary screen, cell-based, Jurkat FADD-/-, single concentration | activation (protection from cell death), % at 10 µM | Jurkat FADD-/- TNF necroptosis rescue, ATP luminescence, 24 h; 0 = TNF only, 100 = no-TNF cells | AID 463075, 2010 | 220,000 compounds, 0.068% hits;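 active means activation, meaning protection from cell death, of at least 50% relative to plate controls; inactive means activation below 50%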;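 further: necroptosis triggered by 40 ng/mL TNF-alpha added together with compound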
Active calls of the source: *; / = not tested or not shown; & = joins results of further samples; [ ] = dose if it differs, or a comment. Rows are unselected (roughly 3.6% active in at least one column).

canonical_smiles,KCC2 mod,PERK inhibitor,eIF4E-4G inh,Rad51 HR inh,MDM2 E3 inh,EBV gp42 block,zVAD death inh,TNF death inh,m-calpain inh
CCSc1nnc2n(N)c(=O)c3ccccc3n12,-0.139,1.2,-0.2,0.1,-28.9,10.8,-0.1,-3.2,10.4
CCn1nc(CC(=O)Nc2ccc(-n3cnnn3)c(OC)c2)c2ccccc2c1=O,-1.78,0.1,-0.3,-0.2,-5.8,-16.1,0.2,-1.1,-3.9
Cc1cccc(NC(=S)NCC(c2cccnc2)N2CCOCC2)c1 (stereo unspecified),-0.028,0.3,5.2[fluorescence artefact?],-9.0,-7.7,-19.6,0.3,-2.7,-10.2
S=C(Nc1ccccc1)N1N=CCC1c1ccccc1 (stereo unspecified),-0.0123,0.5,-0.4,-12.0,-10.0,-8.4,3.0,90.7*,-33.1
CNC(=S)NNC(=O)c1cn(C)nc1C,-0.264,0.5,-3.7,-0.3,2.5,-0.2,3.2,-0.4,-29.8
O=C(CSc1nnc(CN2CCCCC2)n1-c1ccccc1)c1ccc2c(c1)OCO2,-0.458,-0.2,-3.2,-4.0,-20.0,-2.3,-0.3,-3.4,26.9
CCc1ccc(C(=O)NNc2cc(Cl)cc(Cl)c2)cc1,-0.615,0.9,1.3,12.4,-7.2,-14.9,0.1,-2.6,7.4
CC1(C)CC(=O)CC(C)(C)N1OC(=O)c1ccncc1,0.515,0.5,-1.1,4.4,-21.4,-0.9,0.1,-0.9,3.8
Cc1nnc(Sc2cc(NCCO)c([N+](=O)[O-])c3nonc23)s1,-0.843,0.2,0.0,22.4,-1.8,-22.2,2.3,-18.0,82.3*
CC1CCC(NC(=O)Cn2c(=O)[nH]c3ccsc3c2=O)CC1 (stereo unspecified),1.79,0.7,-7.2,-2.3,-14.1,-2.7,2.6,-0.6,-11.0
CC1(C)CC(=O)C2=C(C1)Nc1ccccc1N1C(=O)c3ccccc3C21 (stereo unspecified),0.89,0.1,-6.0,3.6,-7.5,-8.6,-0.4,0.6,-1.8
COc1ccc(OCC(=O)Nc2ccccc2OC)cc1,-0.0421,0.5,-0.8,1.9,-65.3,-9.7,6.1,3.0,34.3
Cc1ccc(NC(=O)c2cc(C(=O)c3cc(Cl)ccc3O)cn(-c3ccc(C)cc3)c2=O)cc1,-0.134,-0.1,0.2,-4.0,-5.1,-52.5,5.5,1.1,-9.7
COCCNC(=O)CN1CCOc2ccccc21,/,0.9,2.7,0.0,-5.0,-0.4,0.9,0.4,-45.3
Cc1cc(Nc2ccccc2C(=O)O)nc2nc3ccccc3c(=O)n12,/,0.1,13.2,-5.2,-14.3,-4.2,-0.1,-2.0,-44.5

Later entries.
canonical_smiles,KCC2 mod,PERK inhibitor,eIF4E-4G inh,Rad51 HR inh,MDM2 E3 inh,EBV gp42 block,zVAD death inh,TNF death inh,m-calpain inh
COc1ccc(-n2nnc3c(SCC(=O)Nc4ccc5c(c4)OCCO5)ncnc32)cc1,/,1.6,9.1,/,-19.2,-29.6,0.1,-2.5,-33.2
COc1ccc(-c2ccc(SCC(=O)Nc3cccc(C(C)=O)c3)nn2)cc1OC,-1.58,-0.2,-3.6,-2.1,-8.7,9.3,27.8,-0.6,18.6
CSc1cccc(NS(=O)(=O)c2ccc3c(c2)oc(=O)n3C)c1,-0.369,1.2,-1.9,-9.3,-16.1,-31.6,0.2,0.0,6.5
O=C(NCCCN1CCOCC1)C(=O)NCC1CCCO1 (stereo unspecified),0.221,1.1,2.4,-5.7,5.3,-17.5,0.8,0.4,-9.9
Cc1c(C(=O)NCC2COc3ccccc3O2)oc2ccc(S(=O)(=O)N3CC(C)CC(C)C3)cc12 (stereo unspecified),/,-0.5,/,-1.7,-4.5,-14.5,1.8,-2.3,-30.3
Oc1ccc(C=Nc2cccc3ncccc23)c(O)c1,0.52,-0.5,5.1[fluorescence artefact?],-5.5,0.0,-11.4,-0.6,-15.0,13.4
O=C1NC(=O)C(c2ccccc2)(c2ccccc2)N1,-5.21&0.532,0.3&1.2&2.0,7.9&-2.8&0.5,-5.7&-8.7,-8.7,-9.8&-7.2&-0.9,2.0&0.0&3.1,3.8&2.4&5.5,14.3&7.8&12.9
CCOC(=O)c1cc(-c2ccccc2)sc1NC(=O)C(C)(C)C,1.22,2.2,0.7,1.9,-2.9,-22.0,0.0,-1.6,-166.6
CN(C(=O)COC(=O)c1cc(-c2ccc(Cl)s2)nc2ccccc12)C1CCS(=O)(=O)C1 (stereo unspecified),0.394,0.4,-0.2,10.8,-10.0,-3.5,1.0,-0.1,-199.9
CC(COC(=O)c1ccccc1)(COC(=O)c1ccccc1)/[N+]([O-])=C/c1ccccc1,0.269,0.7,-10.1,22.8,-2.9,10.9,-0.2,0.4,12.5
CC(=O)Nc1cccc(C(=O)N/N=C/c2cccnc2)c1,/,0.2,-0.1,-4.7,-7.5,-5.3,-0.1,-0.5,-11.2
O=C(c1cnn2ccccc12)N1CCc2ccccc21,/,0.1,0.0,2.4,-29.5,-1.9,1.6,-2.9,14.2
Cc1nn(C)c(C(=O)NC2C3CC4CC(C3)CC2C4)c1Cl (stereo unspecified),-0.298,0.3,5.8,11.3,-10.2,8.1,1.1,1.1,14.9
CC1C[C@@]2(NC(=O)NC2=O)C(C)CN1C (stereo partly specified),0.0411,0.8,-3.0,1.6,-10.0,-8.8,0.3,-1.9,-2.3
CCCCCc1c(O)nc(SCCN(C)C)[nH]c1=O,0.41,1.9,0.6,12.6,0.5,-6.3,-0.4,0.4,-12.1

New compounds follow:
canonical_smiles,KCC2 mod,PERK inhibitor,eIF4E-4G inh,Rad51 HR inh,MDM2 E3 inh,EBV gp42 block,zVAD death inh,TNF death inh,m-calpain inh
Clc1cc(-c2ccc(/C=N/n3cnnc3)o2)ccc1Br,-0.155,0.6,8.8,-10.6,-18.3,-14.1,-0.3,-1.5,13.5
COc1cc(OC)cc(C(=O)Nc2ccccc2N2CCOCC2)c1,0.441,-0.7,3.8,-2.7,-18.7,-35.1,-0.2,-3.1,5.6
COc1ccc(NC(=S)NCC(c2ccco2)N2CCCC2)cc1 (stereo unspecified),-0.0768,0.2,-2.3,4.0,-6.5,2.9,-0.7,-0.1,-14.3
CN(C)c1ccc(CN(C(=O)/C=C/c2ccccc2Cl)C2CCS(=O)(=O)C2)cc1 (stereo unspecified),-1.87,-2.0,2.0,23.8,-15.2,-1.2,0.4,5.3,19.6
Cc1ccc(CCNC(=O)CC2Oc3ccc(C)cc3NC2=O)cc1 (stereo unspecified),0.551,1.3,0.1,2.4,-3.1,-3.0,0.1,-2.6,25.2
CS(=O)(=O)N(CC(=O)NC1CCCC1)C1CCCCC1,0.994,0.3,-1.1,/,-9.0,7.3,-0.8,-0.8,25.6
O=C(CN(C(=O)C1CSC(=O)C1)c1cccc(F)c1)NC1CCCC1 (stereo unspecified),0.293,0.1,-1.6,5.1,-8.3,-7.6,-0.3,-0.1,25.3
C#CC(=O)N(c1cccc(OC)c1)C(C(=O)NC1CCCC1)c1cccs1 (stereo unspecified),-0.229,-0.4,-1.2,-7.7,-47.5,-10.3,0.4,-27.2,-11.1
Cn1cc(SCC(=O)Nc2nccs2)c2ccccc21,/,1.1,-3.3,-1.7,-8.6,-10.3,-0.1,-1.3,-11.6
N=C1C(c2ccccc2)=C(O)CN1CCCO,0.091,0.5,4.0,-11.6,-20.1,-7.0,0.2,0.2,16.0
O=C(OCc1nnc(-c2ccccc2)o1)c1cc(F)c(F)cc1Cl,-0.0144,0.6,-2.6,12.7,-8.1,-2.4,0.7,-0.2,-8.0
CC1CC(C)CN(c2nc(NCc3ccco3)nc(N)c2[N+](=O)[O-])C1 (stereo unspecified),-0.893,0.2,1.5,2.3,-7.8,-4.5,0.4,0.7,34.1
Cc1ccc(C(=O)Nc2ccccc2-c2ccccc2)o1,-0.408,-0.4,2.5[fluorescence artefact?],2.9,-13.6,10.1,-0.4,-0.2,-5.2
O=C(COc1nc2ccccc2nc1N1CCOCC1)Nc1cccc(S(=O)(=O)N2CCCCC2)c1,-0.0435,-0.6,-3.7[fluorescence artefact?],-5.1,-15.9,-13.8,-1.1,1.4,-50.7
Cc1ccc(-c2c[n+](CC(=O)N3c4ccccc4Sc4ccccc43)c3n2CCC3)cc1,-0.0688,-0.5,2.8,-11.7,-9.2,-3.1,1.6,0.4,-1.3

A different layout for part of the listing above.
Compound: Cc1ccc(C(=O)Nc2ccccc2-c2ccccc2)o1
  KCC2 mod: -0.408 | PERK inhibitor: -0.4 | eIF4E-4G inh: 2.5[fluorescence artefact?] | Rad51 HR inh: 2.9 | MDM2 E3 inh: -13.6 | EBV gp42 block: 10.1 | zVAD death inh: -0.4 | TNF death inh: -0.2 | m-calpain inh: -5.2
Compound: O=C(COc1nc2ccccc2nc1N1CCOCC1)Nc1cccc(S(=O)(=O)N2CCCCC2)c1
  KCC2 mod: -0.0435 | PERK inhibitor: -0.6 | eIF4E-4G inh: -3.7[fluorescence artefact?] | Rad51 HR inh: -5.1 | MDM2 E3 inh: -15.9 | EBV gp42 block: -13.8 | zVAD death inh: -1.1 | TNF death inh: 1.4 | m-calpain inh: -50.7
